hcDAF12 agonist: H. contortus DAF-12 activation, primary screen | HEK293 hcDAF-12 lit1-tk-luc reporter, luminescence; 0% DMSO, 100% Δ7-dafachronic acid | activation, % at 6.8 µM | 1.4% of 370,000 active;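 active = activation above the mean of all tested compounds plus 3 SD, cut at about 5.5% in these data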;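 also: 100% = response to 3 µM Δ7-dafachronic acid high control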
PLC-gamma1 inh: inhibitors of human phospholipase C gamma1. P19174. purified PLC-gamma1, fluorogenic substrate, fluorescence. inhibition, % at 12.2 µM. 0.84% of 370,000 active. AID 720700; in the data active = inhibition above about 9.5%
hgDAF12 agonist: hgDAF-12 agonism, primary luciferase screen; HEK293 GAL4-hgDAF12 UAS-luciferase reporter, agonist luminescence; normalized to butyrate control; activation, % at 6.8 µM; 1.8% of 370,000 active;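 active = activation above a cutoff set at the mean of all screened compounds plus 3 SD, cut at about 10% in these data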;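 also: 0% = DMSO wells and 100% = sodium butyrate wells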
GAA850 FXN act: increases GAA850 frataxin promoter reporter activity; 0.56% of 360,000 active; activation, % at 6 µM; HEK293 lucGAA850 FXN promoter luciferase reporter, 24 h; percent of 10 µM SAHA response;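 active = activation above the average of all compounds screened plus 3 SD, cutoff fixed separately per campaign, cut at about 7.5% in these data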;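 also: 0% = DMSO wells and 100% = 10 µM SAHA wells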
DAX1 inh-1: DAX1 (NR0B1) inhibition, primary screen; HEK293T StAR-luciferase reporter, SF-1/DAX-1 repression relief; inhibition, % at 6.8 µM; 1.1% of 370,000 active; AID 652010;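 active = inhibition above the mean over all tested compounds plus 3 SD, cut at about 3.6% in these data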;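 also: 0% = DAX-1 cells with DMSO and 100% = cells lacking DAX-1 with DMSO; higher inhibition means more luminescence from relief of DAX-1 repression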
ADAM17 inh: ADAM17 inhibition, QFRET primary screen | P78536 | recombinant ADAM17, EDANS/DABCYL FRET peptide cleavage | inhibition, % at 6.95 µM | 0.83% of 370,000 active | AID 720648;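 active = inhibition above the mean of compounds lying between control limits plus 3 SD, set per campaign, cut at about 8.5% in these data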;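 also: 0% = DMSO-only wells as the low control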
Target sequence (P78536 215-824 limits assumed): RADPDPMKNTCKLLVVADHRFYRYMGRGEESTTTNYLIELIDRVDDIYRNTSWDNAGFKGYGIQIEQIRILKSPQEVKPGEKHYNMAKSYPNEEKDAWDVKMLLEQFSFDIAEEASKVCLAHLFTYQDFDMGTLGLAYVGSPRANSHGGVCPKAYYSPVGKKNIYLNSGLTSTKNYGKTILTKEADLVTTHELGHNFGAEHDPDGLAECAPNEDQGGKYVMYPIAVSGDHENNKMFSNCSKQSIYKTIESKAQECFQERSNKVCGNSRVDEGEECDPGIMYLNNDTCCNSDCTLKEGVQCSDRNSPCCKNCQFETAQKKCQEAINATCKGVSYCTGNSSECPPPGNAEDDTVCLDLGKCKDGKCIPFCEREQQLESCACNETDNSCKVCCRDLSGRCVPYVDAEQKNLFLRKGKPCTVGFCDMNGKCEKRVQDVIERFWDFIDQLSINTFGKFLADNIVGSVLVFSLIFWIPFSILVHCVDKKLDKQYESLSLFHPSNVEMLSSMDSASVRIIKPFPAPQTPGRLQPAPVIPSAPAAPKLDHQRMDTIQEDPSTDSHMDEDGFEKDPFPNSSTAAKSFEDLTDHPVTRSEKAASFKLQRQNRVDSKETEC
PLCb3 inh: inhibitors of human phospholipase C beta3 | 0.18% of 370,000 active | inhibition, % at 12.2 µM | Q01970 | Purified PLC-beta3, fluorogenic substrate, fluorescence; in the data active = inhibition above about 11%;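 also: 0% = median of compound wells on plate and 100% = full blocker control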
HGIII-sPLA2 inh: Inhibits HGIII-sPLA2 liposome hydrolysis, primary screen | inhibition, % at 12.2 µM | AID 743126 | QFRET BODIPY PC-A2 liposome hydrolysis, fluorescence | Q9NZ20 | 0.56% of 370,000 active;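 active = inhibition above mean plus 3 SD of compounds lying within the high and low control bounds, cut at about 19% in these data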;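 also: 0% = median of test compound wells and 100% = no enzyme DMSO wells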
DAX1 inh-2: inhibitors of human orphan nuclear receptor DAX1 (NR0B1) | AID 504766 | 0.99% of 340,000 active | inhibition, % at 6.75 µM | HEK293 Gal4-DAX1 luciferase reporter, luminescence;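 active = inhibition above the mean over all tested compounds plus 3 SD, cut at about 4.2% in these data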;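 also: 0% = DAX1-transfected cells with DMSO and 100% = empty-vector control cells with DMSO; inhibition shows as a rise in luminescence from relieved DAX1 repression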
Target sequence (P51843 207-470 limits assumed): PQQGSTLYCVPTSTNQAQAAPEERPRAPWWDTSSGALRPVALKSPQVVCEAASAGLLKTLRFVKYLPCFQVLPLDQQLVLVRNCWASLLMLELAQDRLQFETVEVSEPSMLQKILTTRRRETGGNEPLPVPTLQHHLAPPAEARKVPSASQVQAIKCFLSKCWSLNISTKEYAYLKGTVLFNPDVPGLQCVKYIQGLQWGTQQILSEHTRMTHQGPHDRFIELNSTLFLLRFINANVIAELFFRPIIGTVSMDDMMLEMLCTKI
ssDAF-12 act: activates DAF-12 receptor from parasite S. stercoralis; AID 652126; 1% of 370,000 active; HEK293 ssDAF-12/GRIP1 lit1-tk-luc reporter, luminescence; % of 3 µM dafachronic acid response; activation, % at 6.8 µM;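 active = activation above the mean over all tested compounds plus 3 SD, cut at about 0.9% in these data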;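 also: 0% = DMSO-only wells and 100% = 3 µM delta7-dafachronic acid wells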
ADAM10 inh: inhibits human ADAM10; O14672; recombinant ADAM10, EDANS/DABCYL FRET peptide cleavage, 3 h; inhibition, % at 7 µM; 0.62% of 370,000 active; AID 720582;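 active = inhibition above a per-campaign cutoff equal to the mean of compounds falling between control-based bounds plus 3 SD, cut at about 20% in these data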;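 also: 0% = DMSO wells while the 100% control is not disclosed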
* hit, by the source's call.

`COc1ccc(OCc2cc(C(=O)N3CCCC(CO)C3)no2)c2ccccc12` (centres undefined) gave hcDAF12 agonist 7.8*, PLC-gamma1 inh -3.6, hgDAF12 agonist 9.8, GAA850 FXN act 5.1, DAX1 inh-1 3.1, ADAM17 inh 4.8, PLCb3 inh -17.6, HGIII-sPLA2 inh -14.6, DAX1 inh-2 0.7, ssDAF-12 act 1.4* and ADAM10 inh -7.9.
For Cc1cccc(NC(=O)c2ccc3c(=O)n(CC4CCCO4)c(=S)[nH]c3c2)c1 (centres undefined) the results were hcDAF12 agonist 0.7, PLC-gamma1 inh 10.2*, hgDAF12 agonist -0.6, GAA850 FXN act 0.3, DAX1 inh-1 -0.2, ADAM17 inh 4.7, PLCb3 inh -1.7, HGIII-sPLA2 inh 6.4, DAX1 inh-2 -1.4, ssDAF-12 act -1.3 and ADAM10 inh 12.7.
`COc1ccccc1C(=O)NC(C(=O)NCCc1nc2ccccc2[nH]1)=C(C)C` gave hcDAF12 agonist 3.8, PLC-gamma1 inh -4.1, hgDAF12 agonist 3.4, GAA850 FXN act -0.4, DAX1 inh-1 0.0, ADAM17 inh 4.8, PLCb3 inh -16.9, HGIII-sPLA2 inh -2.8, DAX1 inh-2 1.1, ssDAF-12 act -0.3 and ADAM10 inh -19.9.
c1ccc(-c2csc(NC3CCCCC3)n2)cc1 was read as hcDAF12 agonist 3.6, PLC-gamma1 inh 1.6, hgDAF12 agonist 19.7*, GAA850 FXN act 6.7, DAX1 inh-1 2.7, ADAM17 inh 6.6, PLCb3 inh -4.9, HGIII-sPLA2 inh 13.8, DAX1 inh-2 1.4, ssDAF-12 act 0.2 and ADAM10 inh 6.9.
For COc1ccc(-c2nc(CSCC(=O)N3CCC(C(N)=O)CC3)c(C)o2)cc1OC the results were hcDAF12 agonist -1.8, PLC-gamma1 inh -1.9, hgDAF12 agonist -0.5, GAA850 FXN act 0.2, DAX1 inh-1 -0.4, ADAM17 inh -3.9, PLCb3 inh -0.6, HGIII-sPLA2 inh -0.7, DAX1 inh-2 0.6, ssDAF-12 act -0.9 and ADAM10 inh -16.4.
`O=C(Cc1cccs1)Nc1ccc([N+](=O)[O-])cc1` gave hcDAF12 agonist 1.1, PLC-gamma1 inh -1.0, hgDAF12 agonist 0.9, GAA850 FXN act 0.5, DAX1 inh-1 -0.7, ADAM17 inh -0.1, PLCb3 inh 0.0, HGIII-sPLA2 inh -2.7, DAX1 inh-2 0.8, ssDAF-12 act -1.1 and ADAM10 inh -0.2.
`O=C(NNC(=S)Nc1ccccc1Cl)c1ccncc1` gave hcDAF12 agonist 2.6, PLC-gamma1 inh -6.3, hgDAF12 agonist 3.2, GAA850 FXN act 1.7, DAX1 inh-1 0.7, ADAM17 inh 1.6, PLCb3 inh -18.0, HGIII-sPLA2 inh 8.5, DAX1 inh-2 3.9, ssDAF-12 act -0.3 and ADAM10 inh -0.8.
Screening CCN(C(=O)CSc1ccc2ccccc2n1)C1CCCCC1 returned hcDAF12 agonist -0.3, PLC-gamma1 inh -2.2, hgDAF12 agonist 0.0, GAA850 FXN act 0.8, DAX1 inh-1 -0.1, ADAM17 inh -0.5, PLCb3 inh -4.5, HGIII-sPLA2 inh -13.1, DAX1 inh-2 -0.4, ssDAF-12 act -1.9 and ADAM10 inh 6.9.
For Cc1nn(-c2ccccc2)c(C)c1/C=C/C(=O)OCC(=O)N(C)C1CCS(=O)(=O)C1 (centres undefined) the results were hcDAF12 agonist -2.2, PLC-gamma1 inh 0.7, hgDAF12 agonist -1.2, GAA850 FXN act 1.2, DAX1 inh-1 -0.1, ADAM17 inh -2.7, PLCb3 inh -7.2, HGIII-sPLA2 inh 0.2, DAX1 inh-2 -0.2, ssDAF-12 act -1.1 and ADAM10 inh -7.5.
`Cc1ncc(CCl)c2c1OC(C)(C)OC2` gave hcDAF12 agonist 1.3, PLC-gamma1 inh -6.7, hgDAF12 agonist 0.8, GAA850 FXN act 1.4, DAX1 inh-1 -0.5, ADAM17 inh -17.8, PLCb3 inh -13.9, HGIII-sPLA2 inh 4.2, DAX1 inh-2 1.1, ssDAF-12 act -0.7 and ADAM10 inh -47.4.
`Cc1cccc(CS(=O)(=O)c2ncc(Cl)c(C(=O)NCc3ccc4c(c3)OCO4)n2)c1` gave hcDAF12 agonist -3.9, PLC-gamma1 inh -0.8, hgDAF12 agonist -10.6, GAA850 FXN act -1.6, DAX1 inh-1 -1.5, ADAM17 inh -3.1, PLCb3 inh -3.6, HGIII-sPLA2 inh 2.0, DAX1 inh-2 -2.0, ssDAF-12 act -1.7 and ADAM10 inh -2.9.
`COc1cc(OC)cc(C(=O)NCC2CCN(C(=O)C(=O)c3cc4ccccc4o3)CC2)c1` gave hcDAF12 agonist 0.7, PLC-gamma1 inh -2.8, hgDAF12 agonist -1.0, DAX1 inh-1 0.7, ADAM17 inh -0.4, PLCb3 inh 3.7, HGIII-sPLA2 inh -1.6, ssDAF-12 act -1.1 and ADAM10 inh 4.9.
O=C(COC(=O)c1ccccn1)Nc1nc(-c2cccc([N+](=O)[O-])c2)cs1 was read as hcDAF12 agonist 0.8, PLC-gamma1 inh -2.6, hgDAF12 agonist 4.4, GAA850 FXN act 3.2, DAX1 inh-1 0.0, ADAM17 inh -7.3, PLCb3 inh -7.7, HGIII-sPLA2 inh 6.4, DAX1 inh-2 -0.9, ssDAF-12 act -1.3 and ADAM10 inh 3.0.
For O=C1C2C3c4ccccc4C(c4ccccc43)C2C(=O)N1/N=C/c1cccc(O)c1 (centres undefined) the results were hcDAF12 agonist -1.2, PLC-gamma1 inh 0.5, hgDAF12 agonist 1.9, GAA850 FXN act -2.6, DAX1 inh-1 -0.4, ADAM17 inh 3.6, PLCb3 inh -2.2, HGIII-sPLA2 inh -10.4, DAX1 inh-2 -0.6, ssDAF-12 act -1.9 and ADAM10 inh 6.0.
For COC(=O)c1c(NC(=O)Cn2cc([N+](=O)[O-])cn2)sc2c1CCC2 the results were hcDAF12 agonist -0.4, PLC-gamma1 inh 2.4, hgDAF12 agonist 1.1, GAA850 FXN act 0.1, DAX1 inh-1 1.2, ADAM17 inh -0.3, PLCb3 inh 5.8, HGIII-sPLA2 inh -2.6, DAX1 inh-2 0.3, ssDAF-12 act -1.1 and ADAM10 inh 1.8.
Screening CCCNc1cc(=S)nc(N)[nH]1 returned hcDAF12 agonist -0.5, PLC-gamma1 inh -4.4, hgDAF12 agonist -0.5, GAA850 FXN act 0.1, DAX1 inh-1 0.6, ADAM17 inh -4.2, PLCb3 inh -16.4, HGIII-sPLA2 inh 2.2, DAX1 inh-2 -0.7, ssDAF-12 act -1.3 and ADAM10 inh -12.3.
N#CC1CCN(c2ncccc2[N+](=O)[O-])CC1 was read as hcDAF12 agonist -1.3, PLC-gamma1 inh -0.5, hgDAF12 agonist 0.1, GAA850 FXN act -0.2, DAX1 inh-1 -0.4, ADAM17 inh -1.4, PLCb3 inh -11.9, HGIII-sPLA2 inh 1.1, ssDAF-12 act -0.7 and ADAM10 inh -2.1.
O=C(O)c1cnn2c(-c3ccccc3)ccnc12 was read as hcDAF12 agonist 0.0, PLC-gamma1 inh -105.7, hgDAF12 agonist 2.5, GAA850 FXN act 1.4, DAX1 inh-1 -0.1, ADAM17 inh -11.5, PLCb3 inh -129.3, HGIII-sPLA2 inh -0.6, DAX1 inh-2 3.1, ssDAF-12 act -0.3 and ADAM10 inh -31.2.
CCOC(=O)c1c(NC(=O)/C=C/C(=O)O)sc(C)c1-c1ccc(F)cc1 was read as hcDAF12 agonist 0.5, PLC-gamma1 inh -9.8, hgDAF12 agonist -0.2, GAA850 FXN act -3.5, DAX1 inh-1 -2.6, ADAM17 inh 0.2, PLCb3 inh -22.3, HGIII-sPLA2 inh -6.7, DAX1 inh-2 -1.5, ssDAF-12 act -0.8 and ADAM10 inh -8.9.
`COc1cccc(NC(=O)N2CCCC2C(=O)NCc2ccc(Cl)cc2)c1` (centres undefined) gave hcDAF12 agonist -0.5, PLC-gamma1 inh -10.0, hgDAF12 agonist -1.4, GAA850 FXN act -1.6, DAX1 inh-1 -0.2, ADAM17 inh 2.0, PLCb3 inh 0.8, HGIII-sPLA2 inh 0.2, DAX1 inh-2 -0.3, ssDAF-12 act -0.9 and ADAM10 inh 8.3.
CCOC(=O)C(=Nc1ccc(Cl)cc1)NO was read as hcDAF12 agonist -2.2, PLC-gamma1 inh -1.3, hgDAF12 agonist 1.5, GAA850 FXN act 5.2, DAX1 inh-1 0.3, ADAM17 inh -1.7, PLCb3 inh 0.8, HGIII-sPLA2 inh 8.3, DAX1 inh-2 -0.8, ssDAF-12 act -1.3 and ADAM10 inh 0.9.
Screening O=C(Cc1ccc(NC(=O)C2CCN(C(=O)CCc3ccccc3)CC2)cc1)Nc1cccc(C(=O)N2CCCC2)c1 returned hcDAF12 agonist -1.8, PLC-gamma1 inh -1.7, hgDAF12 agonist -1.1, DAX1 inh-1 -0.3, ADAM17 inh -6.5, PLCb3 inh -5.7, HGIII-sPLA2 inh -16.5, ssDAF-12 act -1.1 and ADAM10 inh -18.5.
O=S(=O)(N/N=C1/CCCc2ccccc21)c1ccc(Br)cc1 was read as hcDAF12 agonist -0.2, PLC-gamma1 inh 4.0, hgDAF12 agonist -0.3, GAA850 FXN act -3.3, DAX1 inh-1 -0.7, ADAM17 inh 0.4, PLCb3 inh 1.8, HGIII-sPLA2 inh 1.0, DAX1 inh-2 0.2, ssDAF-12 act -0.9 and ADAM10 inh 6.7.
COc1ccc(OC)c(/C=N/Nc2nc(C)cc(=O)[nH]2)c1 was read as hcDAF12 agonist 1.8, PLC-gamma1 inh -88.7, hgDAF12 agonist 1.1, GAA850 FXN act 0.6, DAX1 inh-1 -0.2, ADAM17 inh -72.9, PLCb3 inh -127.2, HGIII-sPLA2 inh -0.1, DAX1 inh-2 0.1, ssDAF-12 act -1.0 and ADAM10 inh -196.1.
N#Cc1c(-c2ccccc2)[nH]c(=S)[nH]c1=O was read as hcDAF12 agonist -0.5, PLC-gamma1 inh 0.9, hgDAF12 agonist -2.1, GAA850 FXN act 0.7, DAX1 inh-1 -0.2, ADAM17 inh -0.2, PLCb3 inh 1.2, HGIII-sPLA2 inh 13.4, DAX1 inh-2 0.4, ssDAF-12 act -1.8 and ADAM10 inh -5.1.
`Cc1ccc(C)c(SCc2noc(C(=O)NC(C)C)c2C(=O)O)c1` gave hcDAF12 agonist 0.1, PLC-gamma1 inh 3.3, hgDAF12 agonist 0.3, GAA850 FXN act -0.3, DAX1 inh-1 -0.4, ADAM17 inh -1.0, PLCb3 inh 4.3, HGIII-sPLA2 inh 5.6, DAX1 inh-2 0.3, ssDAF-12 act -0.8 and ADAM10 inh 5.7.
Screening CC(C)Oc1ccc(N2C(=O)c3ccccc3C2=O)cc1 returned hcDAF12 agonist -0.5, PLC-gamma1 inh 3.0, hgDAF12 agonist 1.0, GAA850 FXN act 1.0, DAX1 inh-1 0.1, ADAM17 inh 2.0, PLCb3 inh 2.5, HGIII-sPLA2 inh 3.9, DAX1 inh-2 1.6, ssDAF-12 act -1.3 and ADAM10 inh 2.5.
